From PubChem
KCC2 mod – KCC2 cotransporter modulators, thallium flux, primary screen, cell-based, HEK293 KCC2, FluoZin-2 fluorescence, MLSMR; KCC2 cells, thallium flux FluoZin-2 fluorescence; B-score of Tl+ flux slope (higher = more flux/activation; lower = inhibition) at 10 µM; actives 2.2% (n = 190,000); AID 1456, 2008;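 active means thallium flux slope and its plate-corrected score both differing from the plate sample mean at a set confidence after two filtering rounds, in either direction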;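 further: slope of fluorescence scaled to starting intensity during 10 to 20 s after thallium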
zVAD death inh – inhibitors of zVAD-triggered necroptosis, primary screen, L929 cells; actives 0.38% (n = 220,000); viability rescue, % at 10 µM; L929 zVAD necroptosis rescue, ATP luminescence, 24 h; with zVAD 60 µM; AID 1377, 2008;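 active means activation, scaled between plate controls, above about 75%, limit read from the data; inactive means activation under that limit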;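 further: 0% = zVAD with DMSO and 100% = DMSO alone without zVAD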
FXIIa inh – human FXIIa protease inhibitors, primary screen, biochemical, 1536-well | Coagulation factor XII (Homo sapiens), P00748 | purified FXIIa, Boc-QGR-AMC fluorogenic substrate, 2 h | inhibition, % at 5 µM | actives 0.3% (n = 220,000) | AID 800, 2007; in the data active means inhibition above about 40%;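 further: 0% = enzyme with no compound and 100% = blank without enzyme; many of its hits are not listed in these tables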
Thrombin inh – human alpha-thrombin inhibitors, primary screen, counter-screen for coagulation protease inhibitor project, biochemical, 1536-well, fluorogenic AMC substrate; Prothrombin (Homo sapiens), P00734; Boc-VPR-AMC fluorogenic substrate cleavage; inhibition, % at 5 µM; actives 0.26% (n = 220,000);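 active means inhibition at or above 40%; inactive means inhibition below 40%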;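 further: 0% = enzyme with no compound and 100% = wells without enzyme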
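System: human alpha-thrombin protein; Compound dosing: one concentration per compound, 5 µM, with 0.2% DMSO; Timing: reaction at room temperature; Technique: AMC fluorescence, 355/460 nm; Controls: enzyme without compound as high, wells lacking enzyme as low.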
KLK5 inh – human KLK5 protease inhibitors, primary screen, biochemical, 1536-well | Kallikrein-5 (Homo sapiens), Q9Y337 | AID 873, 2007 | inhibition, % at 5 µM | actives 0.59% (n = 210,000) | recombinant hK5, fluorogenic AMC substrate cleavage;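 active means inhibition of 40% or more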;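 further: 0% = enzyme controls without compound and 100% = no-enzyme blanks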
Target sequence (Q9Y337 67-293 limits assumed): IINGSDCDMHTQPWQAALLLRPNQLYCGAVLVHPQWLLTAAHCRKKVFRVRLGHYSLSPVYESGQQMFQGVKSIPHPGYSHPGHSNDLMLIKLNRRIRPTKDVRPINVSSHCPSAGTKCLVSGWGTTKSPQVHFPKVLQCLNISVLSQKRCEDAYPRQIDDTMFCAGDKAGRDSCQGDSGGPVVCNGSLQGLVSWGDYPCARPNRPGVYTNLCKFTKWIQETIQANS
Rad51 HR inh – human RAD51 strand exchange inhibitors, primary screen, biochemical, fluorescence. DNA repair protein RAD51 homolog 1 (Homo sapiens), Q06609. hRad51 DNA strand exchange, fluorescence dequenching. inhibition, % at 10 µM. actives 0.085% (n = 200,000);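 active means inhibition above 40% at the single screening dose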;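 further: 0% = DMSO control wells and 100% = blanks with heterologous ssDNA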
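material = hRad51 filaments on single-stranded DNA | reagent = Donor/quencher-labelled 47-bp dsDNA substrate | compound = 10 µM final, single point | schedule = strand-exchange reaction 15 min at room temperature | measured by = fluorescein emission 520 nm, excitation 485 nm | read-out basis = % inhibition versus plate control and blank means | benchmarks = plate controls and plate blanks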
FXIa inh 1536 – human FXIa protease inhibitors, primary screen, biochemical, 1536-well | actives 0.14% (n = 220,000) | inhibition, % at 5 µM | purified FXIa, Boc-Glu-Ala-Arg-AMC fluorogenic substrate | AID 798, 2007 | Coagulation factor XI (Homo sapiens), P03951;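 active means inhibition of at least 40%; inactive means inhibition below 40%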;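 further: fluorescence of freed AMC excited at 355 nm; 0% = enzyme without compound and 100% = no enzyme blank; many of its hits are not listed in these tables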
Target sequence (P03951 19-387 limits assumed): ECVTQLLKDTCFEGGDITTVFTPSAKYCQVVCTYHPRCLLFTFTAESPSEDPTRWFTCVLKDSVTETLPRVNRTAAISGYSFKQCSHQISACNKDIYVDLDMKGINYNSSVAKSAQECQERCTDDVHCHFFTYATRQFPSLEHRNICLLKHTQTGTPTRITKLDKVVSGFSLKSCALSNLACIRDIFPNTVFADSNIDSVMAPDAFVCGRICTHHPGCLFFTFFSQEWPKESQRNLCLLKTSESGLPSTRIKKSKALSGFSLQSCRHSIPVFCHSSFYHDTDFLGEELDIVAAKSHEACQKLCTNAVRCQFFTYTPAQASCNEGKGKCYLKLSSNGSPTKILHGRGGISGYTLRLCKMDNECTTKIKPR
Target sequence (P03951 388-625 limits assumed): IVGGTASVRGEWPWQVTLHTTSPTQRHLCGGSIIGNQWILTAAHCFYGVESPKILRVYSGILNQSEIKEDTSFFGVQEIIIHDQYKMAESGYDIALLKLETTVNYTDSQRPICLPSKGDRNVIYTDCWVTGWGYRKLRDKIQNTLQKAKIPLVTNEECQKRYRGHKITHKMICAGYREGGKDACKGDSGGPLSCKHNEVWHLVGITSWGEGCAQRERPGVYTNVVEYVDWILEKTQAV
Hck Nef HTS – inhibitors of Nef-activated human Hck kinase, primary screen, biochemical, Z-Lyte FRET, 384-well, Hck-YEEI; Recombinant Hck-YEEI plus Nef, Z-Lyte FRET kinase assay; inhibition, % at 20 µM; actives 0.68% (n = 220,000);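 active means Hck-Nef kinase inhibition above about 50%, limit read from the data; inactive means inhibition below that limit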;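 further: 0% = DMSO with Hck plus Nef and 100% = Hck alone without Nef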
TNF necrop inh – inhibitors of TNF-alpha triggered necroptosis, primary screen, cell-based, Jurkat FADD-/-, single concentration; Jurkat FADD-/- TNF necroptosis rescue, ATP luminescence, 24 h; 0 = TNF only, 100 = no-TNF cells; activation (protection from cell death), % at 10 µM; actives 0.068% (n = 220,000); AID 463075, 2010;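 active means activation, meaning protection from cell death, of at least 50% relative to plate controls; inactive means activation below 50%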;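 further: necroptosis triggered by 40 ng/mL TNF-alpha added together with compound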
Numbers without * were called inactive; . = no result given.

SMILES	KCC2 mod	zVAD death inh	FXIIa inh	Thrombin inh	KLK5 inh	Rad51 HR inh	FXIa inh 1536	Hck Nef HTS	TNF necrop inh
COc1cccc(N=CC2=C(O)CCCC2=O)c1	-0.78	-1.5	7	-3	-3	17	-3	15	-0.6
CCn1cnc2cc(NC(=O)c3ccco3)ccc21	-1.1	0.1	17	7	-2	-13	11	5	-0.7
COc1cc(C(=O)NC(=S)N2CCCCCC2)cc(OC)c1OC	3.4	-1.2	2	-29	-7	1	-8	15	2.7
CCCOc1ccc(C(=O)CCC(=O)OCC(=O)N2CC(=O)Nc3ccccc32)cc1	0.061	1.2	1	2	-1	4	-6	2	-0.4
COC(=O)c1ccc(NC(=O)CSc2ccccn2)cc1	0.4	0.6	3	-5	-4	-5	1	-18	2.2
O=C(O)CCNS(=O)(=O)c1ccc(Oc2ccccc2Cl)cc1	0.22	-0.8	10	-1	-3	-2	-1	15	0.0
O=C(O)C1C2C=CC3(O2)C1C(=O)N1c2ccccc2C2OCCC2C13 (stereo not drawn)	-0.59	0.7	9	-5	-7	10	-2	-2	0.7
C=CCOC(=O)C1=C[C@H](c2coc3ccccc3c2=O)[C@@H](CCCO)[C@H](OCC)O1	0.083	0.3	9	-2	1	-2	-1	6	7.5
CC(C)(C)n1nnnc1CN1CCSCC1	2.9	-0.1	-6	-4	1	3	-8	-1	-0.8
COc1ccc(/C=N/NC(=O)C(=O)NCC2CCCO2)cc1 (stereo not drawn)	-0.093	0.5	4	-7	-25	.	4	10	-0.1
O=C(NNC(=O)C1CCCN(c2ncccn2)C1)c1ccncc1 (stereo not drawn)	-0.63	1.8	7	-10	-1	-8	-4	28	0.4
Cc1ccc(S(=O)(=O)NNC(=O)c2csnn2)cc1	0.95	1.8	9	-3	-6	1	8	3	1.5
CCOc1ccc(NC(=O)CN(C)c2nnnn2-c2ccccc2)cc1OCC	0.41	0.4	23	16	25	-2	18	0	-0.4
Cc1cccc(N2CCN(C(=S)Nc3ccc4nc(N5CCN(C)CC5)cc(C)c4c3)CC2C)c1 (stereo not drawn)	0.78	-0.5	6	0	-2	6	1	12	-8.7
S=C(NNc1ccnc2cc(Cl)ccc12)Nc1ccc(Cl)cc1Cl	-0.35	-0.9	8	3	7	-46	4	26	-17
Cc1ccc(OCC(=O)Sc2ccc(C)cc2)cc1	.	-0.2	9	-4	-2	-2	-2	-1	-2.2
CCCCn1c(/N=C/c2ccc3c(c2)OCO3)nc2ccccc21	-1.1	-0.3	15	0	-7	-6	-7	-2	1.5
c1ccc(Oc2ccc(-c3ccnc4nc(N5CCOCC5)nn34)cc2)cc1	-2.4	2.1	-2	-12	-10	33	-6	3	0.1
NC(=O)CC(NC(=O)Cc1cccc2ccccc12)c1ccc(NC2CCCCCCC2)c([N+](=O)[O-])c1 (stereo not drawn)	-0.21	-0.3	10	0	-1	-9	0	18	0.0
O=C(Oc1cccc(NC(=O)c2cccs2)c1)c1cccc(S(=O)(=O)N2CCCC2)c1	-0.12	0.0	14	3	-16	6	6	4	0.5
O=c1cc(O)c2c(=O)n(C3CCCCC3)c3ccccc3c2o1	.	1.2	6	1	-19	-18	1	5	-0.9
COc1ccc(/C=C(\NC(=O)c2ccccc2)C(=O)OCC2CCCN3CCCCC23)cc1OC (stereo not drawn)	-0.42	-1.6	2	-9	-4	3	-5	22	1.8
CN(C)N1C(N)=C(C#N)C(c2cccnc2)C2=C1CCCC2=O (stereo not drawn)	0.78	-0.2	12	1	-3	.	7	0	1.3
CN1/C(=C\C(=O)COC(=O)CNC(=O)c2ccccc2F)C(C)(C)c2ccccc21	-2.3	0.6	11	1	-19	-3	11	8	-0.2
CN(C)c1nnnn1-c1ccc(Cl)cc1Cl	0.37	-0.3	9	-11	21	0	11	14	0.7
Cc1ccc(-n2c(SCC(=O)Nc3cc(C)on3)nc3c([nH]c4ccccc43)c2=O)cc1	-0.048	-0.6	20	-4	-9	.	8	1	0.7
C=CCn1c(SCC(=O)Nc2ccc(F)cc2)nc2cc(C(=O)O)ccc2c1=O	2	4.6	11	12	6	18	1	26	0.3
COc1ccccc1Nc1nc(-c2ccccc2)nc2ccccc12	0.078	1.7	-5	-1	-19	-6	4	5	0.7
CCC(C)[C@H](NC(=O)NCCC1=CCCCC1)C(=O)OC (stereo partly drawn)	-0.26	0.1	5	-9	-1	.	0	17	1.3
N/C(CCS(=O)(=O)c1ccc(Cl)cc1)=N\OC(=O)c1ccc(Cl)cc1	0.33	-0.6	16	1	6	12	4	20	0.9
O=C1c2cc(F)ccc2OC2(CCNCC2)C12CC(c1ccccc1)=NO2 (stereo not drawn)	-0.061	0.3	6	-1	-1	-3	0	25	4.4
CC(=O)Nc1ccccc1C(=O)C(=O)Nc1cccc(Br)c1	-0.062	6.4	9	-1	10	7	-4	22	-0.8
CCN(CC)S(=O)(=O)c1ccc2[nH]cc(C(=O)NCCc3ccc(OC)c(OC)c3)c(=O)c2c1	0.022	0.9	21	5	-26	-7	1	0	0.8
O=C(O)CCC(=O)N1CN2CN(C(=O)CCC(=O)O)CC([N+](=O)[O-])(C2)C1	0.57	0.5	7	0	1	-1	2	9	-0.1
Cc1ccc(-n2nc(C)c3c2NC2=C(C(=O)CC(C)(C)C2)C3c2ccccc2OCC(=O)O)cc1 (stereo not drawn)	-1.1	0.5	4	-5	-2	2	-5	2	-0.8
O=C(CSc1nc2c([nH]c3ccccc32)c(=O)n1-c1ccc(F)cc1)NCc1ccco1	-2.4	0.6	19	-7	-2	.	3	3	-0.1
CC1(c2ccc3ccccc3c2)NC(=O)N(CC(=O)Nc2cccc(S(=O)(=O)N3CCOCC3)c2)C1=O (stereo not drawn)	0.82	0.7	3	-10	-13	6	-6	4	1.4
Cc1ccccc1N1CCN(C(=O)c2ccccc2NC(=O)C2CC=CCC2C(=O)O)CC1 (stereo not drawn)	0.44	-0.2	-8	-2	-10	-13	5	2	-0.3
CSc1ccc(C(=O)C2CCCN(C(=O)CCCn3cncn3)C2)cc1 (stereo not drawn)	0.065	-0.3	4	-2	5	.	-2	-6	1.3
COc1cccc(-n2nnc3c(=O)n(Cc4ccccc4F)cnc32)c1	.	1.4	10	2	1	-5	6	0	0.0

Some of the entries so far, with two lines to a compound.
Sequence of screens – KCC2 mod, zVAD death inh, FXIIa inh, Thrombin inh, KLK5 inh, Rad51 HR inh, FXIa inh 1536, Hck Nef HTS, TNF necrop inh
CC1(c2ccc3ccccc3c2)NC(=O)N(CC(=O)Nc2cccc(S(=O)(=O)N3CCOCC3)c2)C1=O (stereo not drawn)
→ 0.82, 0.7, 3, -10, -13, 6, -6, 4, 1.4
Cc1ccccc1N1CCN(C(=O)c2ccccc2NC(=O)C2CC=CCC2C(=O)O)CC1 (stereo not drawn)
→ 0.44, -0.2, -8, -2, -10, -13, 5, 2, -0.3
CSc1ccc(C(=O)C2CCCN(C(=O)CCCn3cncn3)C2)cc1 (stereo not drawn)
→ 0.065, -0.3, 4, -2, 5, ., -2, -6, 1.3
COc1cccc(-n2nnc3c(=O)n(Cc4ccccc4F)cnc32)c1
→ ., 1.4, 10, 2, 1, -5, 6, 0, 0.0

Remaining list, next part:
SMILES	KCC2 mod	zVAD death inh	FXIIa inh	Thrombin inh	KLK5 inh	Rad51 HR inh	FXIa inh 1536	Hck Nef HTS	TNF necrop inh
CCCCc1c(O)cc(C)[nH]c1=O	1.2	-0.2	7	1	-2	11	2	1	-0.2
COc1ccc(N2CCN(C(=O)NC3CC(=O)N(c4ccc(OC)cc4)C3)CC2)cc1 (stereo not drawn)	0.94	3.2	4	-9	-2	8	11	32	1.4
COc1ccccc1N(CC(=O)NC(C)(C)C)S(=O)(=O)c1cccs1	-0.027	-0.1	24	-4	-14	-5	18	0	0.8
CCN(c1cccc(C)c1)c1ncnc2nc[nH]c12	0.44	2.0	14	-1	-6	-2	1	0	2.1
Cc1cccc(N2CCN(c3ccc(NC(=O)/C=C\C(=O)O)cc3)CC2)c1	1.4	21	9	-3	-1	-40	-4	30	0.0
Cc1ccc(NC(=O)c2ccc3ccccc3n2)cc1S(=O)(=O)N1CCOCC1	-0.94	1.0	24	48*	15	-5	28	6	0.4
COc1ccc(-c2c3c(=O)n(C)c(=O)n(C)c3cn2NC(C)=O)cc1	.	-0.4	23	-6	-4	-10	14	1	-1.1
CCOc1ccccc1OCCC(=O)Nc1ccc(F)c(Cl)c1	.	0.3	16	1	-14	15	5	3	1.3
CC(NC(=O)c1ccc(F)cc1)C(c1cccs1)N1CCN(C)CC1 (stereo not drawn)	-0.85	-0.2	21	0	-13	0	8	1	-1.0
Cc1c(Br)c([N+](=O)[O-])nn1CCCC(=O)NC(C)c1ccccc1 (stereo not drawn)	-0.27	0.7	8	4	-12	1	-1	-6	-0.1
CCOC(=O)c1c(NC(=O)CSc2nnc(-c3cccnc3)o2)sc(C)c1C	0.69	0.4	7	1	-10	3	-1	1	-1.5
COc1ccc(C(=O)Nc2ccccc2C(=O)N/N=C/c2ccncc2)cc1OC	1.1	-2.0	5	-3	-1	17	-6	6	-26
COc1ccc(-c2cc3nc(-c4ccccc4)cc(N4CCC(O)CC4)n3n2)cc1	0.53	29	-3	-19	-10	1	-10	20	1.5
Cc1nc2c(-c3ccc(Cl)cc3)c(C)[nH]n2c(=O)c1Cc1ccccc1	4.9*	-0.2	4	-7	.	.	-3	9	-8.0
COc1ccc(N(CC(=O)NCc2ccccc2OC)S(=O)(=O)c2c(C)nn(C)c2C)cc1	-0.76	0.4	12	3	-9	2	6	0	-0.7
N#CC1=C(N)Nc2nc3ccccc3n2C1c1ccc(Cl)cc1 (stereo not drawn)	-1.1	3.9	9	-1	-18	-5	0	3	2.6
CCCNC(=O)C(=O)N/N=C/c1cccs1	0.05	1.3	8	4	1	.	3	3	1.2
CCNc1nc(NC#N)nc(SCC(=O)OCC)n1	-1.1	0.4	8	-8	5	-4	-3	2	-2.5
COc1cccc(Oc2coc3cc(OC(=O)N4CCOCC4)ccc3c2=O)c1	-1.1	12	5	-5	3	-127	-1	18	0.4
CCOC(=O)C1C(=O)NC(SC)=C(C#N)C1c1ccccc1F (stereo not drawn)	-1.6	-1.0	22	3	-10	-3	7	-2	-0.4
COc1ccnc(Oc2ccc3ccccc3c2)c1C#N	0.6	-0.3	12	2	-15	.	1	1	-3.4
O=C(NCCN1CCOCC1)C1CCC(=O)N1C1CCCCC1 (stereo not drawn)	.	0.2	-1	-6	-2	8	-12	3	0.0
O=C(N/N=C/c1cn(Cc2ccccc2)c2ccccc12)c1ccncc1	-1.6	0.6	5	2	-4	15	-1	3	1.6
C=CCn1c(SCC(=O)C(C)(C)C)nnc1-c1ccccn1	0.064	0.1	8	-6	11	7	-1	0	-0.5

This is a subset; the hit share may differ from the screen's.
